CYP2C19 inh: human CYP2C19 inhibition. AID 778. P33261. CYP2C19 Supersomes, luciferin-H EGE luminescence, 30 min. inhibition, % at 5 µM. actives 21% (n = 96,000);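 active means CYP2C19 inhibition above a set limit at 5 µM in the primary screen, cut at about 50% in these data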;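 further: plate controls were negative control wells for no effect and 2.5 mM tranylcypromine positive control for full effect; values of inactives mirror those of a sister screen read the other way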
Target sequence (P33261 whole entry, looked up): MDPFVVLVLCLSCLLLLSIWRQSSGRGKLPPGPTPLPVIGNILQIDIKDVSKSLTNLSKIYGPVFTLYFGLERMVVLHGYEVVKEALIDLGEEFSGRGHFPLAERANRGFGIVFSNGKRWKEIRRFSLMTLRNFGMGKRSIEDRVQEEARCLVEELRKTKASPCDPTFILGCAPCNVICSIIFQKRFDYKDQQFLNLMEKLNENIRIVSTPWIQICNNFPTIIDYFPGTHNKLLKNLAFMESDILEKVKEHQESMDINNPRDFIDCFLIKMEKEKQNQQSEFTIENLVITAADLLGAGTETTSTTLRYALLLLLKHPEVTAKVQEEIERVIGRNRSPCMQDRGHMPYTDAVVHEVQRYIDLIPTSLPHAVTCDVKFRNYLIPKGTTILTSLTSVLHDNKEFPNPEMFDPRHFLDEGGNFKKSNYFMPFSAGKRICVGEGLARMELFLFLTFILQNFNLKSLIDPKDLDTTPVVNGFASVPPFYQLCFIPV
VCAM1 TNFa inh: reduces TNF alpha induced VCAM1 expression in HUVEC; HUVEC TNFa-induced VCAM-1 immunofluorescence, high-content imaging; inhibition, % at 2 µM; actives 0.48% (n = 95,000);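 active means inhibition above the batch mean plus 3 SD, with images confirmed as a hit by eye, cut at about 37% in these data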;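 further: 0% = TNF-stimulated DMSO wells and 100% = unstimulated control wells; not every result past the cut was called active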
CYP2C9 inh: blocks human cytochrome P450 2C9; P11712; CYP2C9 Supersomes, luciferin-H conversion, luminescence; inhibition, % at 5 µM; actives 20% (n = 96,000);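 active means blocking of liver enzyme CYP2C9 beyond about 50% at 5 µM, limit read from the data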; further: values of inactives mirror those of a sister screen read the other way
Target sequence (P11712 whole entry, looked up): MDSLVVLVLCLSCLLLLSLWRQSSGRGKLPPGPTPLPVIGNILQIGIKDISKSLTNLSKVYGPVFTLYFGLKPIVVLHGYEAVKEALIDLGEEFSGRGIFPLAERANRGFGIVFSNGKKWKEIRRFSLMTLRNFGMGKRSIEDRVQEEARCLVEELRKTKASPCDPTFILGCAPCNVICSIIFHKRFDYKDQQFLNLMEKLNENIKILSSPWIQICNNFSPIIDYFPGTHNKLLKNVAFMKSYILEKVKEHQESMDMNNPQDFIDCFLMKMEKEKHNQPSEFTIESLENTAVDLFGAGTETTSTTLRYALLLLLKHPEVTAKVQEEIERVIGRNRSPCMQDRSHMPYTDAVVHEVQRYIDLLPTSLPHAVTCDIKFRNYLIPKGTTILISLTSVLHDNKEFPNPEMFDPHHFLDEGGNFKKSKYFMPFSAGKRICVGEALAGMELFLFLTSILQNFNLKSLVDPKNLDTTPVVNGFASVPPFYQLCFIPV
CYP2C19 activ: increases human CYP2C19 enzyme activity; activation factor at 5 µM; recombinant CYP2C19, luciferin-H EGE luminescence; stronger effect = higher value; 0 = fully inhibited enzyme, 1 = untreated enzyme; 96,000 tested, under 10 active; P33261;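 active means activation factor of at least 2 at 5 µM in the primary screen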;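 further: 0 = wells with 2.5 mM tranylcypromine and 1 = vehicle-only wells; values of inactives mirror those of a sister screen read the other way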
HUVEC tox TNFa: HUVEC cytotoxicity counter-screen, TNF alpha stimulated. HUVEC TNFalpha-stimulated, Hoechst cell count, imaging. cell count reduction, % at 2 µM. actives 0.17% (n = 93,000). AID 848;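 active means cell count reduction exceeding the screen mean by over 5 SD, scaled to untreated wells per plate, cut at about 78% in these data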;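 further: cells counted after 24 h of TNF alpha exposure following the 1 h pretreatment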
IL1B cytotox: toxic to HUVEC cells under IL-1B stimulation | HUVEC cell count loss, Hoechst imaging, IL-1B stimulated | cell count reduction, % at 2 µM | actives 0.41% (n = 94,000) | AID 845;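 active means cell count reduction more than 3 SD above the screen-wide mean, cut at about 70% in these data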;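 further: normalized per plate to untreated control cells as the no-loss baseline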
Calb biofilm kill: kills Candida albicans biofilms; C. albicans biofilm + clotrimazole, Alamar Blue; inhibition, % at 6 µM; actives 0.14% (n = 85,000);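 active means inhibition above 20%; inactive means inhibition below 20%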;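 further: preformed 24 hr biofilms exposed to compound for 48 hr; 0% = biofilm without compound and 100% = blank killed by clotrimazole plus chlorhexidine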
hDAT+cocaine: modulates human dopamine transporter uptake under cocaine; Q01959; LLC-PK1 hDAT cells, [14C]-dopamine uptake with cocaine IC80; actives deviate in either direction; B-score at 10 µM; actives 1.3% (n = 110,000);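 active means Z score or B-score, a plate-position-corrected score, falls beyond the plate's 99.7% confidence bounds, in either direction; inactive means both scores lie inside the 99.7% bounds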;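 further: scored against the spread of the other compound wells on the same plate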
CYP2C9 activ: increases human cytochrome P450 2C9 activity | actives 1.4% (n = 96,000) | activation factor at 5 µM | recombinant CYP2C9, luciferin-H conversion, luminescence; stronger effect = higher value; factor 1 = untreated enzyme, 0 = blocked | P11712;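 active means activation factor of 2 or more for CYP2C9 at a 5 µM dose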;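 further: 0 = sulfaphenazole-blocked wells and 1 = vehicle-only wells; values of inactives mirror those of a sister screen read the other way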
An asterisk follows results filed as active; · = no result given.

SMILES	CYP2C19 inh	VCAM1 TNFa inh	CYP2C9 inh	CYP2C19 activ	HUVEC tox TNFa	IL1B cytotox	Calb biofilm kill	hDAT+cocaine	CYP2C9 activ
Cn1c(=O)oc2cc(S(=O)(=O)N3CCC(C(=O)N4CCN(c5ccccc5)CC4)CC3)ccc21	-9	·	-31	1.1	·	·	14	-0.21	1.3
COc1ccc(C(=O)OCC(=O)NCc2ccco2)cc1S(=O)(=O)N1CCN(c2cccc(Cl)c2)CC1	98*	9	96*	0	-2	-8	·	-1.1	0
CSc1nsc(SCC(=O)N2CCCc3ccccc32)n1	99*	-16	80*	0	5	-4	8	-0.061	0.2
Cc1[nH]nc2c1C(Cc1ccccc1)C(C#N)=C(N)O2 (stereo unspecified)	66*	5	33	0.3	2	19	5	0.89	0.7
O=C(Oc1ccc(N(Cc2cccs2)C2=NS(=O)(=O)c3ccccc32)cc1)c1ccc(Cl)cc1	·	9	·	·	-31	1	4	0.96	·
O=C(NCc1ccc(F)cc1)C1CCN(S(=O)(=O)N2CCCCC2)CC1	-8	0	7	1.1	-25	-2	4	0.39	0.9
CC1CCCCN1c1nnc(NC(=O)Cn2c(=O)oc3ccccc32)s1 (stereo unspecified)	-7	-8	57*	1.1	-12	8	15	-0.78	0.4
O=C(CCN1CCN(Cc2ccccc2)CC1)Nc1cccc(Cl)c1	39	-2	54*	0.6	-14	5	10	-0.76	0.5
O=C(c1cccc(F)c1)N1CCN(C(=O)c2nn3cccnc3c2Cl)CC1	58*	·	14	0.4	·	-33	7	1.4	0.9
Clc1ccc2c(c1)C1OCCC1C(c1ccco1)N2 (stereo unspecified)	48	16	36	0.5	0	-4	0	1.2	0.6
O=C(c1c(Cl)cccc1Cl)N1CCN(c2ccccn2)CC1	37	6	63*	0.6	30	28	-3	0.43	0.4
COc1ccc(CCNC(=O)C(=O)NCc2ccc(C(C)C)cc2)cc1OC	30	-14	11	0.7	-21	-63	·	0.049	0.9
O=C(COc1cccc2ccccc12)N/N=C/c1ccc(Sc2nc3ccccc3s2)o1	18	10	29	0.8	-20	0	·	0.37	0.7
CCc1ccc(C2=Nn3c(nnc3-c3cccs3)SC2)cc1	-8	-17	-4	1.1	-43	-13	·	-0.2	1
CCOC(=O)N1CCN(C(=O)CSc2ncccn2)CC1	24	8	20	0.8	11	36	0	0.1	0.8
C(=C1/CCCC2=C1Nc1ncnn1C2c1ccccc1)/c1ccccc1 (stereo unspecified)	49	-9	25	0.5	2	17	3	0.11	0.7
CSc1nc(SCC(N)=O)c2c3c(sc2n1)CN(C)CC3	27	17	24	0.7	-31	-11	1	0.42	0.8
CCOC(=O)CC(=O)Nc1cc(Cl)ccc1O	45	·	44	0.5	·	·	4	-0.52	0.6
O=C(Cn1cnc2c(nnn2Cc2ccc(Cl)cc2)c1=O)OCc1ccccc1	·	3	·	·	-6	2	-1	-0.68	·
CC(C)=CCSc1nnc([C@@H](NC(=O)OC(C)(C)C)C(C)C)o1	55*	-6	44	0.4	-25	-3	3	-0.062	0.6
COc1ccccc1-n1cnc2cc(NS(=O)(=O)c3ccccc3)ccc21	65*	·	82*	0.4	·	-9	·	-1.2	0.2
Cc1ccc(Oc2ccc(S(=O)(=O)N3CCOCC3)cc2C(N)=O)c(-n2nc3ccccc3n2)c1	23	1	45	0.8	-17	-55	7	-0.0051	0.6
O=C(CSc1nnnn1-c1ccc2c(c1)OCCO2)OC1CCCCC1	66*	11	45	0.3	6	-5	1	-1.8	0.5
Nc1nc(-c2ccc(Cl)cc2)nn1C(=O)c1cccnc1	18	17	3	0.8	-4	-17	-1	0.48	1
CCCn1c(=O)c2c(nc(Br)n2CCC)n(C)c1=O	28	0	14	0.7	1	24	2	1.9	0.9
O=C(CN1CCOCC1)Nc1ccc(S(=O)(=O)NC2CCCCC2)cc1	20	-18	17	0.8	-26	-36	-2	0.58	0.8
Cc1c(CNCc2cccs2)c(C(=O)O)c(C)n1Cc1ccccc1	·	27	·	·	-3	-26	7	-0.29	·
Cc1ccccc1OCc1nnc(SCC(=O)Nc2ccc3nc(SCC(=O)NC(C)(C)C)sc3c2)n1C	53*	2	75*	0.5	-46	24	·	-0.069	0.2
Clc1ccccc1-c1nnc2sc(CCc3ccccc3)nn12	88*	11	53*	0.1	-2	8	7	0.59	0.5
Cc1cc(C(=O)N2CCN(S(C)(=O)=O)CC2)sc1-c1ccccc1	-3	·	-3	1	·	·	-3	0.077	1
CC1(C(=O)NC(=S)N(CCC#N)c2ccccc2)CC1(Cl)Cl (stereo unspecified)	20	-1	47	0.8	17	14	·	0.15	0.5
CCn1c(NCc2cccc(OC)c2OC)nc2ccccc21	·	15	·	·	-17	-15	6	2	·
Cc1ccc2oc(=O)c3cnn(CC(=O)N4CCCc5ccccc54)c3c2c1	-2	6	55*	1	-18	-40	10	-0.2	0.4
Cc1nn(-c2ccccc2)c(C)c1C(=O)OCC(=O)NC(=O)NC1CCCCC1	28	-10	48	0.7	-31	-45	5	1	0.5
C=CCNc1nc(NCc2ccccc2)c(C#N)c2c1CN(C)CC2	12	15	38	0.9	-32	-71	-1	1.3	0.6
Cn1c(=O)c2c(nc(SCCOc3ccc4ccc(=O)oc4c3)n2C)n(C)c1=O	1	·	2	1	·	·	6	·	1

3 entries from above in a different format.
| molecule | CYP2C19 inh | VCAM1 TNFa inh | CYP2C9 inh | CYP2C19 activ | HUVEC tox TNFa | IL1B cytotox | Calb biofilm kill | hDAT+cocaine | CYP2C9 activ |
| --- | --- | --- | --- | --- | --- | --- | --- | --- | --- |
| Cc1nn(-c2ccccc2)c(C)c1C(=O)OCC(=O)NC(=O)NC1CCCCC1 | 28 | -10 | 48 | 0.7 | -31 | -45 | 5 | 1 | 0.5 |
| C=CCNc1nc(NCc2ccccc2)c(C#N)c2c1CN(C)CC2 | 12 | 15 | 38 | 0.9 | -32 | -71 | -1 | 1.3 | 0.6 |
| Cn1c(=O)c2c(nc(SCCOc3ccc4ccc(=O)oc4c3)n2C)n(C)c1=O | 1 | · | 2 | 1 | · | · | 6 | · | 1 |

Additional structures follow:
SMILES	CYP2C19 inh	VCAM1 TNFa inh	CYP2C9 inh	CYP2C19 activ	HUVEC tox TNFa	IL1B cytotox	Calb biofilm kill	hDAT+cocaine	CYP2C9 activ
O=C(CCCNS(=O)(=O)c1ccccc1)NCc1ccco1	-13	·	-18	1.1	·	·	1	0.42	1.2
CCN1C(=O)c2cccc3c(S(=O)(=O)Nc4ccncc4)ccc1c23	6	23	66*	0.9	6	8	-3	0.79	0.3
Cc1ccc(NC(=O)Cn2cccc2)cc1Cl	52*	-21	4	0.5	0	36	8	0.38	1
COc1ccc(C2C(C(=O)NCc3cccnc3)c3ccccc3C(=O)N2C)cc1OC (stereo unspecified)	-14	1	70*	1.1	-38	38	0	1.1	0.3
Nn1c(SCC(=O)Nc2ccc3c(c2)OCO3)nnc1C1CCCCC1	14	-2	40	0.9	-8	1	7	·	0.6
Brc1ccc(-c2ccc(/C=N/Nc3nncc(-c4ccccc4)n3)o2)cc1	4	32	24	1	5	3	·	-0.0093	0.8
CC(=O)Nc1cccc(-c2csc(NCc3ccco3)n2)c1	48	19	39	0.5	10	-6	4	-0.12	0.6
C/C(=C\C(=O)c1cccnc1)Nc1ccc(O)cc1	18	25	3	0.8	-8	-14	·	-0.7	1
CCOc1ccc(C2c3cc(OC)c(OC)cc3CC(=O)N2c2ccccc2)cc1 (stereo unspecified)	7	19	27	0.9	-17	-4	·	0.53	0.7
C=C(C)CSc1nc(N)c2c3c(sc2n1)CCC3	60*	-56	52*	0.4	-26	-10	6	0.52	0.5
COCCN1C(=O)C(=O)/C(=C(/O)c2ccc(OC(C)C)cc2)C1c1cccnc1 (stereo unspecified)	-12	-11	-8	1.1	2	13	4	0.032	1.1
CN1CCN(C(=O)c2cc3c(s2)-c2ccccc2S(=O)(=O)C3)CC1	-11	·	-2	1.1	·	·	1	0.27	1
CS(=O)(=O)c1ccc2nc(NC(=O)CCC(=O)c3cccs3)sc2c1	-2	-6	25	1	-3	20	1	0.99	0.7
N#CC1=C(N)Oc2n[nH]c(-c3cccs3)c2C1c1ccoc1 (stereo unspecified)	21	6	14	0.8	-23	1	5	0.35	0.9
CC(C)C(c1nnnn1Cc1ccc2c(c1)OCO2)N1CCN(C)CC1 (stereo unspecified)	·	8	·	·	-20	-31	8	-0.61	·
CCOC(=O)C(C)Sc1nnc(Cc2cc(=O)[nH]c(=O)[nH]2)n1-c1ccc(OCC)cc1 (stereo unspecified)	-9	-4	-1	1.1	-4	5	12	0.1	1
C=CCN=C(CC)C1=C(O)CCCC1=O	11	-8	28	0.9	-45	-18	2	0.33	0.7
N#CCCCSc1nnc(-c2ccc(Cl)cc2)n1-c1ccccc1	34	-12	50*	0.7	-2	7	2	-8.6*	0.5
COc1ccccc1N1CCN(C(=O)CN(Cc2ccccc2)S(C)(=O)=O)CC1	24	-3	38	0.8	-7	-117	-5	0.057	0.6
C=CCn1c(CC(=O)OC)csc1=Nc1ccc(C(C)=O)cc1	78*	-1	43	0.2	-24	6	3	0.92	0.6
CC(C)Oc1ccc(C(=O)NC2CCS(=O)(=O)C2)cc1 (stereo unspecified)	0	14	14	1	2	-13	4	0.046	0.9
O=C(Nc1ccc(-c2nc3cccnc3s2)cc1)c1ccc(Br)o1	49	11	22	0.5	-34	-9	6	0.76	0.8
C=CCNc1nc(NC(C)(C)CO)nc(OC)n1	·	3	·	·	·	5	6	-1	·
CCOC(=O)CSc1cc(CS(=O)c2ccc(Cl)cc2)nc(-c2ccccc2)n1 (stereo unspecified)	100*	-11	85*	0	-18	7	·	0.00099	0.1
Cc1cccc(C)c1NC1=NC(C)(C)N=C(N)N1	-7	9	13	1.1	-28	-27	10	-1.3	0.9
CCCCNC(=O)OC(C)CNC(=O)OC (stereo unspecified)	2	11	-8	1	-26	-62	3	0.16	1.1
O=C(C1c2ccccc2C(=O)N2CCc3ccccc3C12)N1CCN(Cc2ccccc2)CC1 (stereo unspecified)	-2	-21	3	1	·	·	·	0.015	1
COc1cccc(C(=O)n2c(SC)nc3cc4c(cc32)OCCO4)c1	4	7	11	1	17	-62	·	0.47	0.9
O=C(NCc1cccs1)c1ccc(Cl)s1	54*	31	6	0.5	-2	-4	-3	-0.43	0.9
CC(C)(C)C1CCc2onc(C(=O)Nc3cnn(Cc4ccc(F)cc4)c3)c2C1 (stereo unspecified)	9	-3	12	0.9	4	12	-4	-1.5	0.9
CC1CCN(C(=O)CSc2nc(N)c3c4c(sc3n2)CN(C)CC4)CC1	16	·	30	0.8	·	·	5	-0.055	0.7
Nc1ccc2oc(-c3ccccn3)nc2c1	·	13	·	·	-3	-4	4	0.079	·
CS(=O)(=O)c1ccc2nc(NC(=O)Nc3cccc(Cl)c3)sc2c1	1	-19	26	1	26	15	·	0.024	0.7
CCCCOc1ccc(/C(N)=N/O)cc1	-10	·	-6	1.1	·	·	·	2.4	1.1
CCN1C(=O)/C(=C\c2ccc3c(c2)OCO3)C(C(=O)OC)=C1C	15	3	39	0.8	-5	4	·	0.017	0.6
CN(C)c1oc(-c2ccccc2F)nc1C#N	-3	6	-2	1	-9	-22	4	1	1
CCCn1c(NCCO)nc2ccccc21	11	12	5	0.9	-24	-1	8	-1.5	1
Cc1c(N)cccc1-c1nc2ccccc2[nH]1	·	13	·	·	-14	-15	7	-0.028	·

Another view of part of the listing above.
Results follow in this order: CYP2C19 inh | VCAM1 TNFa inh | CYP2C9 inh | CYP2C19 activ | HUVEC tox TNFa | IL1B cytotox | Calb biofilm kill | hDAT+cocaine | CYP2C9 activ
- COc1cccc(C(=O)n2c(SC)nc3cc4c(cc32)OCCO4)c1
→ 4 | 7 | 11 | 1 | 17 | -62 | · | 0.47 | 0.9
- O=C(NCc1cccs1)c1ccc(Cl)s1
→ 54* | 31 | 6 | 0.5 | -2 | -4 | -3 | -0.43 | 0.9

An unsorted share of the library, and some 29% of all compounds hit somewhere here.
